# FXIa inh 1536: blocks human coagulation factor XIa protease activity | P03951 | purified FXIa, Boc-Glu-Ala-Arg-AMC fluorogenic substrate | inhibition, % at 5 µM | hit rate 0.14% among 220,000 | AID 798;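 active means inhibition of at least 40%; inactive means inhibition below 40%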;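 further: fluorescence of freed AMC excited at 355 nm; 0% = enzyme without compound and 100% = no enzyme blank; many of its hits are not listed in these tables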
# Thrombin inh: inhibitors of human thrombin; P00734; alpha-thrombin, Boc-VPR-AMC fluorogenic substrate cleavage; inhibition, % at 5 µM; hit rate 0.26% among 220,000; AID 1046;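 active means inhibition at or above 40%; inactive means inhibition below 40%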;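 further: 0% = enzyme with no compound and 100% = wells without enzyme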
#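 Test system: human alpha-thrombin; medium: pH 7.5 Tris-saline with Tween 20; times: reaction at room temperature; signal: AMC fluorescence at 355 nm excitation and 460 nm emission; also added: Boc-VPR-AMC substrate, 15 µM final; dosing: one concentration per compound, 5 µM, with 0.2% DMSO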
# 14-3-3 Bad inh: disrupts binding of bovine 14-3-3 zeta to phospho-Bad peptide. P63103. inhibition, % at 21.7 µM. TR-FRET 14-3-3zeta/Dy647-pBad peptide displacement, 1 h. AID 781. hit rate 0.71% among 220,000;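 active means inhibition above about 70%, limit read from the data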;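 further: 0% = full 14-3-3 plus peptide FRET controls and 100% = background without 14-3-3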
# Target sequence (P63103 whole entry, looked up): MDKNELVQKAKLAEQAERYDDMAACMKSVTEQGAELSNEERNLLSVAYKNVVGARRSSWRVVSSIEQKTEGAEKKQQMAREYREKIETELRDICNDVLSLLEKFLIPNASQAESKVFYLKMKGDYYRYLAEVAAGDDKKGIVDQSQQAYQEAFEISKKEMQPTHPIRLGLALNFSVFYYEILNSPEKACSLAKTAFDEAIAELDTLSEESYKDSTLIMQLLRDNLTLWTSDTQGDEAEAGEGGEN
# FXIIa inh 1536: inhibitors of human coagulation factor XIIa; hit rate 0.3% among 220,000; inhibition, % at 5 µM; purified FXIIa, Boc-QGR-AMC fluorogenic substrate, 2 h; in the data active means inhibition above about 40%;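 further: 0% = enzyme with no compound and 100% = blank without enzyme; many of its hits are not listed in these tables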
# Runt-CBFb FRET: inhibitors of human RUNX1 Runt domain binding to CBFb. Cerulean-Runt/Venus-CBFb FRET ratio 530/480, 1 h. inhibition, % at 20 µM. hit rate 0.46% among 220,000. AID 1496;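 active means inhibition over about 50% at 20 µM in the single-dose screen, limit read from the data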;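 further: 0% = DMSO wells and 100% = excess unlabeled CBFb competitor control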
#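 Assay system: Cerulean-Runt domain / Medium: Tris 50 mM pH 7.5, KCl, K2SO4, 0.01% BSA / Timing: protein complex preformed 1 h, compound exposure 1 h, room temperature, dark / Measured by: FRET, excitation 422 nm, emission at 530 and 480 nm / Evaluation: loss of energy transfer signal / Control set: 5 µM unlabeled CBFb as full-inhibition high control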
# Runt-SMMHC FRET: blocks binding of human RUNX1 Runt domain to CBFb-SMMHC. AID 1434. Cerulean-Runt/Venus-CBFb-SMMHC FRET ratio 530/480, 1 h. hit rate 0.74% among 220,000. inhibition, % at 20 µM;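 active means mean inhibition across duplicate retests at 20 µM reaching about 50%, limit read from the data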;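 further: 0% = DMSO wells and 100% = wells with excess untagged CBFb-SMMHC; inhibitors lower the FRET ratio by blocking Runt binding to CBFb-SMMHC; some results filed as inactive read as strong as hits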
# Wee1 degr inh: blocks degradation of human Wee1 kinase; HeLa Luc-Wee1K328M stability, luciferase luminescence; 100% = proteasome inhibitor MG132 effect; AID 1321; P30291; hit rate 1.2% among 220,000; reporter increase, % at 5 µM;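 active means activation above the mean of all tested compounds plus 3 SD, set per screening run, cut at about 8.8% in these data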;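 further: cells exposed to compound for 20 h before luminescence read; 0% = DMSO alone and 100% = MG132 at 30 µM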
# Target sequence (P30291 whole entry K328M): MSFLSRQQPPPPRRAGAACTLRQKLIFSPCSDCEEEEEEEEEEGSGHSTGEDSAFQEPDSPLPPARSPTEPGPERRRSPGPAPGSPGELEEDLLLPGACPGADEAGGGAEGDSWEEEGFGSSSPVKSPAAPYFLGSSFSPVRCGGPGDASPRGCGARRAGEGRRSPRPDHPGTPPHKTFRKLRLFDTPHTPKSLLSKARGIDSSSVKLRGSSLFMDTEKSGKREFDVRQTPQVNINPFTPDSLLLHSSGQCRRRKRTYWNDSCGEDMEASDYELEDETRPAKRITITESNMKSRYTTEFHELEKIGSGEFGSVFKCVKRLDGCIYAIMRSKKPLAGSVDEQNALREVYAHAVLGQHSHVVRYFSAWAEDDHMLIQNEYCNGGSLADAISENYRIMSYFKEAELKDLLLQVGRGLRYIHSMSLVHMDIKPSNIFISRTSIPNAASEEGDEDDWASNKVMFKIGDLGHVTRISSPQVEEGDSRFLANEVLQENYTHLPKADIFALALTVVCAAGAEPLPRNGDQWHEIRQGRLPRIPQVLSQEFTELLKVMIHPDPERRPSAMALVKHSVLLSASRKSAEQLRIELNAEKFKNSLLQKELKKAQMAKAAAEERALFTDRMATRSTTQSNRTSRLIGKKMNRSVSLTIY
# Hck Nef HTS: blocks Nef-activated human Hck kinase; hit rate 0.68% among 220,000; Recombinant Hck-YEEI plus Nef, Z-Lyte FRET kinase assay; P08631; inhibition, % at 20 µM;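 active means Hck-Nef kinase inhibition above about 50%, limit read from the data; inactive means inhibition below that limit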;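 further: 0% = DMSO with Hck plus Nef and 100% = Hck alone without Nef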
# hK5 inh: blocks human kallikrein 5 protease activity; Q9Y337; recombinant hK5, fluorogenic AMC substrate cleavage; inhibition, % at 5 µM; hit rate 0.59% among 210,000; AID 873;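 active means inhibition of 40% or more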;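 further: 0% = enzyme controls without compound and 100% = no-enzyme blanks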
# Numbers without * were called inactive; x = no result given; [ ] = remark or other dose.
SMILES,FXIa inh 1536,Thrombin inh,14-3-3 Bad inh,FXIIa inh 1536,Runt-CBFb FRET,Runt-SMMHC FRET,Wee1 degr inh,Hck Nef HTS,hK5 inh
CC(=O)Nn1c(-c2ccccc2)cc2ccccc21,7,5,14,20,-3,0,0,3,-1
Cc1cc(C(F)(F)F)n2nc(-c3cnn(C)c3C(F)(F)F)c(Br)c2n1,-3,1,-9,4,-1,1,-2,-10,-6
O=c1c2ccccc2oc2nc(-c3cccs3)n(CCc3ccccc3)c(=O)c12,6,-1,8,2,-4,4,2,0,-7
CN(CC(=O)Nc1ccc(Cl)cc1)CC(=O)Nc1cc(Cl)ccc1C#N,4,-4,1,4,-3,-2,6,2,-4
CC(=O)Nc1c(O)nc(SCC(=O)Nc2ccc(C(C)=O)cc2)[nH]c1=O,2,-5,4,12,0,-7,-1,-1,-3
CCOC(=O)C1(Cc2cccc(OC)c2)CCCN(Cc2nccn2CC)C1 (stereo not drawn),-3,-3,-6,9,-4,0,-1,30,4
CCOC(=O)C1=C(C)NC(C)=C(C(=O)OCC)C1c1cn(-c2ccccc2)nc1-c1ccco1,5,1,-9,11,-1,0,0,-17,7
CS(=O)(=O)N(CCc1ccccc1)CC(=O)N1CCN(Cc2ccccc2)CC1,9,2,1,10,-5,5,-1,7,7
Cc1ccc2nc(N3C(=O)C(O)=C(C(=O)c4ccco4)C3c3cccs3)sc2c1 (stereo not drawn),4,8,10,13,16,11,1,3,6
Cn1cc(/C=N/n2cnc3scc(-c4ccccc4)c3c2=O)c2ccccc21,1,1,7,15,0,-4,2,11,15
Cn1cccc1C(=O)NC(=O)COC(=O)c1cc([N+](=O)[O-])ccc1Cl,3,-3,-6,6,0,0,1,28,1
CCC(C)(C(=O)NC1CCCC1)N(CC1CCCO1)C(=O)c1ccc2c(c1)OCO2 (stereo not drawn),2,0,4,10,-2,1,-1,0,1
C=CCOc1ccc(C2/C(=C(\O)c3c(C)[nH]c(C(=O)OC)c3C)C(=O)C(=O)N2CCN(C)C)cc1 (stereo not drawn),2,-10,27,22,2,0,0,0,-13
O=C(O)C1CSC(c2coc3ccccc3c2=O)N1 (stereo not drawn),-2,-6,5[fluorescence artefact?],4,5,13,2,91*,-20
Cc1ccc(C)c(NC(=O)c2cnc3n(c2=O)CCS3)c1,11,15,-3,16,0,2,-2,14,17
CCOC(=O)N1CCN(C(=O)c2ccc(-n3c(C)ccc3C)cc2)CC1,-9,-11,-3[fluorescence artefact?],7,1,1,-3,0,-2
CN1C(=O)c2ccc(N(C)C)cc2C1=O,-2,-6,-9,8,-8,-35,0,0,-7
CCN(CC)C(=O)CN1CCC(n2c(C)nc3cc(C(F)(F)F)ccc32)CC1,4,0,2,13,-1,-3,1,-1,4
Cc1cc2ccccc2n2c(SCC(=O)N3CCOCC3)nnc12,0,-9,-5,13,1,2,1,33,5
C=CCn1c(SCc2csc(C)n2)nc2scc(-c3ccc(C)o3)c2c1=O,3,3,2,5,26,8,6,6,-2
CCCc1nnc(SCC(=O)N2CCCC(C)C2)n1CC1CCCO1 (stereo not drawn),5,3,5,9,-4,3,1,-1,2
COC(=O)c1cc(OC)c(OC)cc1NC(=O)CCc1ccc(C)o1,-4,2,-11,14,-1,-2,2,-1,-11
Cc1cccc(-n2c(SCCC(=O)O)nnc2-c2cccs2)c1C,6,4,1,19,0,4,-1,1,-7
CSCC[C@H](NC(=O)c1nn(C)c(=O)c2ccccc12)c1nc2ccccc2[nH]1,-5,-1,-14[fluorescence artefact?],10,-2,3,-2,-1,-1
Cc1ncc(CN2CCC(CO)(CCc3ccccc3)CC2)s1,-2,-3,-9,6,0,-5,-3,4,x
Cc1ccc(/C=N/Nc2cccc(C(=O)O)c2)s1,0,-6,-18,5,-2,0,-1,1,-11
COc1ccc(C2(O)CCN(CC(=O)Nc3nc(-c4ccccc4)cs3)CC2)cc1,2,1,-12,-4,-17,-35,0,19,-6
O=C(c1cc(Cl)c(=O)n(Cc2ccccc2)c1)N1CCOCC1,1,1,0,0,0,-2,6,1,5
c1csc(CCNc2ncnc3sc4c(c23)CCC4)c1,-3,-7,9,15,-2,-2,x,1,-4
O=C(O)c1cccnc1Nc1ccc(Cl)cc1,-5,-9,-10,1,-2,-3,-2,-13,-2
CN(C)CCOC(C1CCCCC1)C1CCCCC1,5,1,8,11,-1,-1,0,7,-7
Cc1ccccc1OCC(=O)N1N=C(c2cccnc2)CC1(O)C(F)(F)F (stereo not drawn),7,3,-7,10,-2,2,3,2,-9
c1ccc(CSc2nnc3ccc(-c4cccs4)nn23)nc1,2,-3,-7,7,0,1,2,22,-3
CCN1CCN(c2ccc(NC(=O)CCc3c(C)nc4c(-c5ccc(F)cc5)c(C)nn4c3C)cc2)CC1,-1,5,4,5,0,2,5,24,-2
Cc1cccc(OCCC(=O)Nc2ccc(F)c(Cl)c2)c1,-15,-8,-1[fluorescence artefact?],3,1,3,-3,1,-16
Cc1ccc(C(=O)C(C)[n+]2cccc(C(N)=O)c2)cc1 (stereo not drawn),-3,3,-15,5,1,-1,8,-23,-27
COc1cc(/C=N/N2C(=O)CSC2=S)ccc1O,-4,-11,8,-16,20,-5,-2,1,1
COc1ccc(NC(=O)CSc2nc3sc(C)c(C)c3c(=O)n2Cc2ccco2)cc1,-6,-4,-6,8,4,1,-2,9,32
COc1ccc(CCC(=O)Nc2ccc(N3CCOCC3)cc2)cc1,-7,-8,-1,-5,2,0,3,2,-8
COc1cc(OC)c(OC)cc1CNCCNC(=O)c1nonc1N,2,-2,4,8,0,4,4,0,-14
CCCNC(=O)Nc1ccc(NC(C)=O)cc1,-2,-3,-9,5,4,0,1,8,1
CCOC(=O)c1c(C)[nH]c(C(=O)Nc2ccc(C)c(Cl)c2)c1C,2,-8,2,6,0,-5,-3,0,-7
CCC(C)NC(=O)C1CCN(S(=O)(=O)c2cccs2)CC1 (stereo not drawn),-22,2,-1,2,0,2,-1,-1,-2
Cc1ccc2c(c1)CCCN2C(=O)c1cccs1,2,-1,-4,12,2,-1,1,8,4
Cc1nc2ccccn2c1-c1csc(NCc2ccco2)n1,0,-13,-4,16,9,-2,1,4,-5

# Look-ups from the entries so far:
# Value for Cc1ccc(/C=N/Nc2cccc(C(=O)O)c2)s1 in Runt-SMMHC FRET: 0
# Value for Cc1ccc(C)c(NC(=O)c2cnc3n(c2=O)CCS3)c1 in FXIIa inh 1536: 16

# Just FXIIa inh 1536 and Thrombin inh, for some of the entries so far:
SMILES	FXIIa inh 1536	Thrombin inh
COc1ccc(NC(=O)CSc2nc3sc(C)c(C)c3c(=O)n2Cc2ccco2)cc1	8	-4
COc1ccc(CCC(=O)Nc2ccc(N3CCOCC3)cc2)cc1	-5	-8
COc1cc(OC)c(OC)cc1CNCCNC(=O)c1nonc1N	8	-2
CCCNC(=O)Nc1ccc(NC(C)=O)cc1	5	-3
CCOC(=O)c1c(C)[nH]c(C(=O)Nc2ccc(C)c(Cl)c2)c1C	6	-8

# The list goes on.
SMILES,FXIa inh 1536,Thrombin inh,14-3-3 Bad inh,FXIIa inh 1536,Runt-CBFb FRET,Runt-SMMHC FRET,Wee1 degr inh,Hck Nef HTS,hK5 inh
CC(O)CNC(=O)C1CCN(Cc2ccc(OCc3ccccc3)cc2)CC1 (stereo not drawn),-2,0,-2,8,-1,1,3,0,-10
CCCC(C)NC(=O)COC(=O)c1cccc(NS(C)(=O)=O)c1 (stereo not drawn),3,-3,-1,5,0,-3,1,3,1
Cc1ccc(-c2cc(C(F)F)n3ncc(C(=O)N4CCCc5ccccc54)c3n2)cc1,0,1,-2,8,-1,-2,0,15,-11
COc1ccc(-c2cnc(N)nc2-c2ccc(OC)cc2O)cc1,3,-2,5,8,-1,6,1,10,-1
CC(=O)c1c(C)nc(-c2ccc(OCC(=O)Nc3cccc(C)c3C)cc2)n1O,-2,4,-9,14,x,6,0,-5,-30
CCOC(=O)N1CCN(C(=O)c2ccc3c(c2)N(Cc2ccc(C)cc2)CCS3)CC1,-5,-4,-12,1,-4,-1,-3,1,-32
CCCCCCn1c(CN2CCC(C)CC2)nc2c1c(=O)n(C)c(=O)n2C,-8,0,1,13,-5,-3,2,-11,3
c1ccc(-c2ccc3c(c2)NCCN3)cc1,-2,0,-3,4,0,1,-3,26,-5
O=C(/C=N/O)NCc1cccnc1,-1,-1,-13,4,0,-1,1,-4,-16
Cc1ccc2cc(CN(CCCN3CCOCC3)C(=O)NC3CCCCC3)c(=O)[nH]c2c1C,3,1,0,12,x,x,-1,3,-7
O=C(CSCc1ccc(Br)cc1)N1CCCC1,-4,-4,-2,6,-2,2,-1,16,0
CC(=O)NS(=O)(=O)c1ccc(N)cc1,-1,-4,5,9,0,1,-4,2,-12
CCCNC(=O)COC(=O)CCC(=O)c1ccc(F)cc1,2,-8,11,-1,1,-3,1,3,-19
Nc1nc2c(ncn2COC(CO)CO)c(=O)[nH]1,1,-4,-4,10,0,-3,6,-7,-3
C/C(=N\NC(=O)c1ccc(Cn2cc(Br)cn2)o1)c1cccc(NC(=O)C(C)(C)C)c1,5,-2,13,8,-2,-1,0,5,-8
O=[N+]([O-])c1ccc(Cl)c(S(=O)(=O)n2ccnc2)c1,0,1,3,10,0,2,-4,13,2
O=C(C(c1ccccc1)c1ccccc1)N1CCN(CCN2C(=O)c3cccc4cccc(c34)C2=O)CC1,3,-9,66[fluorescence artefact?],7,-7,-6,1,0,-34
CC(C)C(NC(=O)C(NC(=O)C1OC2OC(C)(C)OC2C2OC(C)(C)OC12)C(C)C)C(=O)O (stereo not drawn),-5,1,-3,5,0,-5,-4,18,3
CC(=O)C1=C(NC(=O)c2ccc(F)cc2)CC2C1C2(C)C (stereo not drawn),6,1,-4,18,-4,2,0,0,-9
O=C(C1CC1)N1CCc2cc(Br)cc(S(=O)(=O)N3CCN(c4ccccn4)CC3)c21,-8,-6,-13,3,0,2,-3,-1,-6
COC(=O)N/N=C/c1cc(OC)c(O)c([N+](=O)[O-])c1,-1,-7,-18,7,-1,1,-1,2,-12
CC(C)C(=O)NC(NC(=S)NC1CCS(=O)(=O)C1)C(Cl)(Cl)Cl (stereo not drawn),-1,0,-7,10,-2,-1,0,-5,-12
CC1CN(C(=O)COC(=O)c2cccs2)CC(C)O1 (stereo not drawn),-1,-2,-3,5,-2,3,-1,-8,-6
CCOC(=O)C(NC(=O)c1ccccc1)(Nc1cccc(C)n1)C(F)(F)F (stereo not drawn),-4,2,67,1,x,5,0,-8,-21
CN1CCCCCC1=NC1=C(C#N)CCCC1,1,5,6[fluorescence artefact?],2,0,-1,-2,0,-14
Cn1c(Br)nc2c1c(=O)n(CC(O)COc1ccccc1)c(=O)n2C (stereo not drawn),-2,-4,3,9,-1,-1,0,3,-28
N#CCc1nn2c3c(cnc2c1C#N)C(=O)CCC3,-4,0,6,-5,-52,-110,6,-18,-19
